procasp3 activ: activators of human procaspase-3 D3A mutant, primary screen, biochemical, absorbance, PC-3 D3A mutant, single concentration | Caspase-3 (Homo sapiens), P42574 | recombinant procaspase-3 D3A, Ac-DEVD-pNA absorbance 405 nm | activation, % at 8.5 µM | actives 0.11% (n = 330,000) | AID 463141, 2010;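 active = activation above the mean of all tested compounds plus 3 SD, cut at about 21% in these data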;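 note: 0% = DMSO alone and 100% = DMSO wells spiked with extra 5 µM PC-3 D3A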
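material = Procaspase-3 D3A mutant | probe or stimulus = Ac-DEVD-pNA | compound = single dose, 8.5 µM nominal compound, 0.8% DMSO | timing = 1 h preincubation, 2 h reaction | measured by = 405 nm absorbance of p-nitroaniline, reads at 0 and 120 min | benchmarks = DMSO-only low control, 5 µM PC-3 D3A high control | repeats = singlicate, each compound tested once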
procasp7 counter: procaspase-7 activators, primary screen, counter-screen for procaspase-3 activator project, biochemical, absorbance, HTS, human; Caspase-7 (Homo sapiens), P55210; recombinant procaspase-7, Ac-DEVD-pNA absorbance 405 nm; D23A/D198A/D206A triple mutant, cannot self-cleave; scale: DMSO 0, 5 µM enzyme 100; activation, % at 8.5 µM; actives 0.093% (n = 330,000); AID 463210, 2010;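 active = percent activation above the screen-wide mean plus 3 SD, cut at about 25% in these data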
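Assay system: Uncleavable procaspase-7 mutant enzyme | Input: 2 µM procaspase-7 mutant as dispensed | Timing: 1 h compound preincubation, 2 h substrate cleavage, 25 °C | Repeats: One well per compound | Control set: DMSO wells as 0%, DMSO with 5 µM added PC-7 as 100% | Technique: Epi-absorbance of released pNA at 405 nm, two timepoints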
AHR activator: AHR activators, primary screen, cell-based, luminescence, luciferase reporter, human. AHR-responsive luciferase reporter cells. actives 2.5% (n = 320,000). activation, % at 5 µM; in the data active = activation above about 47%;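 note: 0% = vehicle wells and 100% = reference agonist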
MEP2-GFP yeast: modulators of MEP2-GFP levels in yeast, primary screen, S. cerevisiae, multiplex flow cytometry, MLPCN library | actives 0.51% (n = 330,000) | AID 2016, 2009 | GFP response vs DMSO, % at 10 µM | S. cerevisiae MEP2-GFP strain, 3 h; 100% = DMSO control level;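 active = GFP response versus DMSO above a set limit, roughly screen mean plus 3 SD, cut at about 180% in these data; inconclusive = fewer than 70 cells counted for a yeast strain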;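 note: median GFP fluorescence of the barcode-gated MEP2-GFP cells per well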
EBNA-1 inhibitor: EBNA-1 DNA-binding inhibitors, primary screen, biochemical, fluorescence polarization | inhibition, % at 14.8 µM | actives 0.34% (n = 300,000); in the data active = inhibition above about 28%
ZTA DNA inh: ZTA (EBV) inhibition in EBNA-1 counter-screen | inhibition, % at 11 µM | AID 2234 | ZTA-DNA binding, fluorescence polarization | actives 0.15% (n = 320,000); in the data active = inhibition above about 33%
LAP4 TOR yeast: modulators of LAP4-GFP expression in yeast, primary screen, S. cerevisiae, multiplex flow cytometry, MLPCN library. AID 2023, 2009. GFP response vs DMSO, % at 10 µM. 3 h; median GFP as percent of DMSO wells. actives 0.34% (n = 320,000);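 active = GFP response vs DMSO above a set limit, about the screen mean plus 3 SD, cut at about 150% in these data; inconclusive = under 70 cell events counted for the yeast strain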
RPL19A-GFP yeast: RPL19A-GFP expression modulators in yeast, primary screen, cell-based, S. cerevisiae, multiplex flow cytometry, MLPCN | actives 0.3% (n = 330,000) | percent response vs DMSO, % at 10 µM | S. cerevisiae RPL19A-GFP strain, 3 h; hits give low values;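 active = percent response vs DMSO below 50%; inconclusive = fewer than 70 events counted for the yeast strain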;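 note: median channel GFP fluorescence of the barcoded RPL19A-GFP strain; ratio of sample median GFP to plate DMSO average so 100% = DMSO; lower means less RPL19A-GFP as with rapamycin TOR inhibition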
Active calls of the source: *; ? = inconclusive; / = not tested or not shown; [ ] = another dose, or the depositor's remark.

SMILES	procasp3 activ	procasp7 counter	AHR activator	MEP2-GFP yeast	EBNA-1 inhibitor	ZTA DNA inh	LAP4 TOR yeast	RPL19A-GFP yeast
CCOc1ccc(N2CC(C(=O)Nc3ccccc3N3CCCC3)CC2=O)cc1 (stereo unspecified)	7.5	0.3	6.9	97.2	2.6	8.9	101.9	89.6
c1ccc(-n2nnnc2SCc2ccccn2)cc1	-1.7	4.6	-2.1	99.8	-9.9	-11.2	97.2	97.2
O=C(CSc1nnnn1Cc1ccccc1)Nc1ccccc1	5.2	9.0	16.3	96.8	-4.4	6.4	112.8	96.1
Cc1cccc(NC(=O)c2c(C)nc3ccccn23)c1	7.2	5.3	13.1	97.9	-4.7	-3.4	104.0	97.2
c1cncc(-c2nc3cc4ccccc4cc3[nH]2)c1	-3.1	1.1	55.5*	96.7	10.6	-1.4	100.3	93.3
COc1ccc(N2CCOCC2)c(NC(=O)c2cccnc2)c1	-3.3	3.5	0.4	101.0	0.9	-9.8	107.8	101.8
CCOc1ccccc1C(=O)OCC(=O)NCCNC(=O)COC(=O)c1ccccc1OCC	0.0	3.8	-3.8	98.2[may fluoresce red]	-7.1	-3.8	95.0[may fluoresce red]	?
O=C(Cc1ccc(Cl)cc1)N/N=C/c1cccc(O)c1	-2.6	3.6	2.8	90.3	0.3	8.8	77.1	93.9
O=C(COC(=O)CNC(=O)c1ccc([N+](=O)[O-])o1)Nc1ncc(Cl)cc1Cl	0.8	2.9	4.3	102.9	/	-17.3	105.4	103.6
Cc1cc(C(=O)OCC(=O)NCc2ccc3c(c2)OCO3)c2ccccc2n1	8.8	3.8	2.5	107.8	-7.7	-7.7	103.5	86.2
COc1ccc(CN2CCC(C(=O)Nc3ccc(Oc4ccccc4)nc3)CC2)cc1F	2.6	5.0	2.4	104.7	-1.3	-1.0	111.6	101.9
CC1(C)CC(=O)C2(CC3=C(CC(C)(C)CC3=O)O2)C(=O)C1	-1.5	14.8	-2.1	89.1	-2.2	-9.2	83.6	91.2
Cc1cc(SCc2ccc(Cl)cc2)nc(=O)[nH]1	2.6	5.8	3.0	96.0	3.3	-15.0	96.1	98.2
CC(Sc1nnc(-c2ccc(Cl)cc2Cl)n1Cc1ccccc1)C(=O)Nc1nccs1 (stereo unspecified)	-5.2	6.2	2.1	84.5	-7.0	2.5	90.9	92.5
O=C(Cc1ccccc1F)Nc1cc(S(=O)(=O)N2CCCC2)ccc1Cl	7.1	10.2	-0.6	107.5	/	4.4	115.3	113.1
C[C@H](NC(=O)C1CC(=O)N(c2ccc(F)cc2)C1)C(=O)N1CCCCC1 (stereo partly specified)	-4.7	-2.2	3.9	101.8	-22.0	-0.2	97.3	98.8
COc1cccc(OC)c1C(=O)OCc1c(-c2ccccc2)ncc2ccccc12	-3.2	4.1	0.9	96.7	/	/	96.6	96.7
Cc1ccc(C(=O)N/C(=C\c2ccccc2F)c2nc(=S)[nH][nH]2)cc1	-14.7	-4.8	18.3	94.1	3.5	-11.6	103.9	97.3
COc1ccc(NC(=O)N(C)C[C@H]2Oc3c(NC(=O)Nc4c(C)noc4C)cccc3C(=O)N([C@H](C)CO)C[C@@H]2C)cc1	2.2	4.3	-0.6	99.7	/	/	104.2	97.9
Cc1cccn2c(=O)c(/C=C3\SC(=S)N(CC(C)C)C3=O)c(NCCCOC(C)C)nc12	0.3	5.4	0.8	112.0	1.9	0.2	102.9	100.0
COc1ccc(CCNC(=S)Nc2ccccc2C)cc1	-3.2	-1.2	-0.3	99.9	-0.7	8.2	103.4	100.0
Cc1ccc(N(CC(=O)NCc2ccc(F)cc2)C(=O)c2csnn2)cc1C	-9.6	2.9	1.4	97.1	14.0	4.6	83.5	96.8
O=C(NC1CCN(Cc2ccccc2)C1)c1cc(COc2ccc(F)cc2F)on1 (stereo unspecified)	2.8	-8.8	-3.9	104.5	-5.1	-22.0	103.4	106.1
Fc1cccc(Cc2noc(CN3CCC(c4ccncc4)CC3)n2)c1	8.0	5.9	5.4	124.0	14.7	9.1	98.0	113.3
O=C(CSc1n[nH]c(-c2ccncc2)n1)NC1CCS(=O)(=O)C1 (stereo unspecified)	-5.2	-4.4	2.9	89.7	-2.1	9.0	/	91.6
CCOC(=O)C1CCCN(C(=O)c2cn(CC)c3ccc(S(=O)(=O)N(C)C)cc3c2=O)C1 (stereo unspecified)	2.2	11.9	0.1	102.2	9.2	-6.4	99.4	97.7
CS(=O)(=O)c1ccccc1C(=O)Nc1cc(Cl)ccc1-n1cncn1	5.7	5.6	4.5	107.4	-12.9	-10.3	106.9	110.6
Cc1ccccc1OCC(=O)NNC(=O)C1CCCCC1C(=O)O (stereo unspecified)	5.3	8.1	1.0	109.3	-1.9	-19.1	119.9	93.4
O=C(NCC(c1cccnc1)N1CCOCC1)c1ccco1 (stereo unspecified)	1.4	5.0	0.6	103.5	13.6	8.2	101.2	109.3
CC1(C)CC(NC(=O)C(=O)NCCc2ccc(Cl)cc2)CC(C)(C)N1	-2.8	-6.2	2.9	100.7	-14.5	4.9	109.6	105.6
N#C/C(=N\Nc1ccccc1[N+](=O)[O-])C(=N)N1CCCCC1	8.9	-5.0	7.7	64.9	0.2	14.9	103.3	94.8
O=C(CN1c2ccccc2S(=O)(=O)c2ccccc21)NCc1ccccc1	7.2	-15.4	6.5	96.3	-26.8	-12.9	85.6	95.4
COCCN1Cc2cccc(C(=O)Nc3ccc(S(=O)(=O)N4CCCCC4)cc3)c2C1=O	1.6	3.8	-3.2	97.1	1.7	-4.7	96.9	95.5
CCN(CC)S(=O)(=O)c1ccc(N2CCOCC2)c(NS(=O)(=O)c2ccc(C)c(C)c2)c1	5.4	3.4	-0.4	105.6	1.8	-5.1	101.8	107.7
CC(=O)Nc1ccc(-c2csc(N/N=C(/C)c3ccccc3)n2)cc1	-17.0	-23.0	0.4	108.8	3.9	13.8	122.3	97.4
CN1CCN(C(=O)CN(C)S(=O)(=O)c2cc(Cl)ccc2Cl)CC1	0.3	12.4	-0.9	104.2	-7.4	-4.0	95.0	103.6
O=C(NCC(c1ccco1)N1CCOCC1)c1c(F)cccc1F (stereo unspecified)	6.0	8.0	-0.2	99.0	2.8	-1.5	101.2	101.4
O=C(O)COc1ccccc1/C=N/NC(=O)CSc1nc2ccccc2s1	3.6	6.8	1.3	112.6	16.9	-1.4	112.4	109.5
COc1ccc(-c2cc(C)no2)cc1S(=O)(=O)NCCCN1CCCCCC1	4.7	-0.1	2.0	103.5	-5.7	1.0	101.8	101.7
CC(=O)N1CC(C)Oc2ccc(S(=O)(=O)NC(CC(=O)O)c3ccc(C)cc3C)cc21 (stereo unspecified)	4.0	5.6	1.4	102.0	0.5	-9.2	84.5	93.2

Copied from the list:
LAP4 TOR yeast, CCN(CC)S(=O)(=O)c1ccc(N2CCOCC2)c(NS(=O)(=O)c2ccc(C)c(C)c2)c1 stands at 101.8
ZTA DNA inh, O=C(NC1CCN(Cc2ccccc2)C1)c1cc(COc2ccc(F)cc2F)on1 (stereo unspecified) stands at -22.0

Further records.
SMILES	procasp3 activ	procasp7 counter	AHR activator	MEP2-GFP yeast	EBNA-1 inhibitor	ZTA DNA inh	LAP4 TOR yeast	RPL19A-GFP yeast
O=C(Nc1ccccn1)c1ccc(Cl)s1	3.5	20.1	-1.9	108.2	5.6	-6.4	99.0	96.3
Cc1c(N(C(=O)c2cnccn2)C2(C(=O)NC3CCCC3)CCCCC2)c(=O)n(-c2ccccc2)n1C	8.9	3.5	0.0	96.5	4.6	12.0	103.0	99.4
COC(=O)C1=C(C)Nc2nnnn2C1c1cccs1 (stereo unspecified)	2.6	-0.2	-2.1	96.3	-3.3	-21.9	83.5	82.3
COc1ccc(OC)cc1	0.7	0.5	1.0	97.2	/	/	95.0	100.6
C=CCn1c(SCCOc2ccc(OC)cc2)nnc1C(C)NC(=O)c1ccc(OC)cc1 (stereo unspecified)	-1.6	-4.1	-1.1	97.2	-2.5	-3.6	103.6	96.4
COc1ccccc1CC(=O)Nc1cccc(C)n1	7.9	5.6	2.6	99.7	4.2	7.1	105.5	109.1
S=C(NCC1CCCO1)N1CCN(c2ccccc2)CC1 (stereo unspecified)	-3.5	-4.7	3.4	106.8	-1.6	8.9	102.3	100.9
O=C(NCCCN1CCOCC1)c1cc(-c2ccc(F)cc2)on1	2.3	-1.6	-6.3	104.3	4.8	12.5	101.3	96.7
Cc1ccc(NC(=S)N/N=C2\CC3CC=CC23)c(C)c1 (stereo unspecified)	-9.0	-22.0	1.9	96.2	2.3	-0.2	111.7	98.6
Cc1cccc(NC(=O)C2CCCN(C(=O)NCc3ccccc3)C2)c1C (stereo unspecified)	-7.9	3.6	0.1	102.3	-4.2	3.1	97.7	96.8
O=C(O)COn1c(-c2ccccc2)nc2ccc(Cl)cc21	11.8	3.4	6.7	106.2	-2.8	-3.6	91.0	104.8
Cc1ccc(C)c(OC(=O)c2cncc(Br)c2)c1	6.5	6.7	0.6	91.9	2.1	0.7	77.6	101.4
O=C(Cc1ccc(Cl)cc1)N1CCC2(CC1)NCCc1[nH]cnc12	11.3	0.7	0.6	105.1	-6.5	-9.5	95.0	104.1
COc1cccc(NC(=O)CSc2ccc3nnc(-c4ccccn4)n3n2)c1	3.1	10.1	-0.4	112.3	-8.3	-11.2	81.4	94.8
CCCCCCC1CC(=O)NC(=S)N1 (stereo unspecified)	8.1	9.9	1.5	94.7	3.5	-13.1	97.1	100.3
CCC/C(O)=N\S(=O)(=O)c1ccc(N=NN(C)C)cc1	-0.1	-1.0	1.8	94.9	-7.7	10.6	89.4	93.0
CCOc1ccc(N/C(C)=C\C(=O)c2ccc3c(c2)OCCO3)cc1	4.1	-3.8	2.4	89.5	-0.8	4.3	91.5	99.5
CN(C(=O)c1ccc(NC(=O)Cc2ccc(NC(=O)C3CCN(C(=O)C4CCCC4)CC3)cc2)cc1)C1CC1	-5.5	-4.2	-0.5	84.8	/	-7.3	96.8	97.7
CCCC(=O)O[C@]1(C(=O)CO)CC[C@H]2[C@@H]3CCC4=CC(=O)CC[C@]4(C)[C@H]3[C@@H](O)C[C@@]21C	-1.9	-6.6	8.8	95.5	4.7	10.4	109.6	97.5
CCOC(=O)c1c(C)[nH]c(C)c1C(=O)COC(=O)/C=C/c1ccco1	6.8	-0.8	0.3	106.8	/	2.6	100.0	97.8

Part of the list above in order of heavy-atom count, lowest first:
SMILES	procasp3 activ	procasp7 counter	AHR activator	MEP2-GFP yeast	EBNA-1 inhibitor	ZTA DNA inh	LAP4 TOR yeast	RPL19A-GFP yeast
S=C(NCC1CCCO1)N1CCN(c2ccccc2)CC1 (stereo unspecified)	-3.5	-4.7	3.4	106.8	-1.6	8.9	102.3	100.9
O=C(Cc1ccc(Cl)cc1)N1CCC2(CC1)NCCc1[nH]cnc12	11.3	0.7	0.6	105.1	-6.5	-9.5	95.0	104.1
COc1cccc(NC(=O)CSc2ccc3nnc(-c4ccccn4)n3n2)c1	3.1	10.1	-0.4	112.3	-8.3	-11.2	81.4	94.8
